Source: PubChem
HepG2 viability: counter-screen for TGF-b inhibitors: cytotoxicity in HepG2 cells. HepG2 CAGA-GFP viability, ATP luminescence, 18 h. Potency, µM (series often up to 46.1 µM), inactives show top-dose activity change, negative = cytotoxicity, usual class: cytotoxic. 0.76% of 410,000 active; note: some results filed as inactive show a strong effect at the top dose
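HepG2 CAGA-GFP cells (1000/well, DMEM with 1% FBS) received compound, then TGF-beta at 500 pg/mL final, and were incubated 18 hours at 37 degrees C. Viability was read by CellTiter-Glo luminescence. Media-only wells were set as complete cell-killing and DMSO as no toxicity.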
ATXN viability: viability counter-screen for ATXN expression inhibitors; S2 cells (HEK-293 line with an ATXN2-luciferase reporter) viability, CellTiter-Fluor protease fluorescence, 24 h; Potency, µM (doses to about 56.7 µM), usual class: cytotoxic; 0.49% of 400,000 active; note: nearly all actives have a fitted effect of over 40% in size
TGFb inhibitor: inhibitors of TGF-b signaling; HepG2 CAGA-GFP TGF-b/SMAD3 reporter, GFP fluorescence, 18 h; TGF-beta stimulated, 500 pg/mL final; Potency, µM (top dose mostly 46.1 µM), inactives show at the highest dose activity, negative = inhibition, most hits filed as inhibitors; 1.2% of 410,000 active; AID 588855; note: % is set by controls: 0 for no effect and ±100 for the full control effect; nearly all actives have a fitted effect of over 65% in size
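HEPG2 CAGA-GFP reporter cells (1000/well, DMEM with 1% FBS) received compounds, then recombinant TGF-beta at 500 pg/mL final for 18 hours at 37 degrees C. Per-cell GFP summed per well was normalised to unstimulated and stimulated DMSO controls before curve fitting.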
EPAC2 antagonist: EPAC2 (human) antagonism. AID 720708. EPAC2 GEF exchange of Rap1B-BODIPY-GDP, fluorescence. Potency, µM (titrated, usually from 114 µM), without a hit: at the top dose activity, negative = inhibition, most hits filed as inhibitors. 0.18% of 360,000 active; note: % is set by controls: 0 for no effect and ±100 for the full control effect; nearly all actives have a fitted effect of over 45% in size; many of its hits are not listed in these tables
Target sequence (Q8WZA2 whole entry, looked up): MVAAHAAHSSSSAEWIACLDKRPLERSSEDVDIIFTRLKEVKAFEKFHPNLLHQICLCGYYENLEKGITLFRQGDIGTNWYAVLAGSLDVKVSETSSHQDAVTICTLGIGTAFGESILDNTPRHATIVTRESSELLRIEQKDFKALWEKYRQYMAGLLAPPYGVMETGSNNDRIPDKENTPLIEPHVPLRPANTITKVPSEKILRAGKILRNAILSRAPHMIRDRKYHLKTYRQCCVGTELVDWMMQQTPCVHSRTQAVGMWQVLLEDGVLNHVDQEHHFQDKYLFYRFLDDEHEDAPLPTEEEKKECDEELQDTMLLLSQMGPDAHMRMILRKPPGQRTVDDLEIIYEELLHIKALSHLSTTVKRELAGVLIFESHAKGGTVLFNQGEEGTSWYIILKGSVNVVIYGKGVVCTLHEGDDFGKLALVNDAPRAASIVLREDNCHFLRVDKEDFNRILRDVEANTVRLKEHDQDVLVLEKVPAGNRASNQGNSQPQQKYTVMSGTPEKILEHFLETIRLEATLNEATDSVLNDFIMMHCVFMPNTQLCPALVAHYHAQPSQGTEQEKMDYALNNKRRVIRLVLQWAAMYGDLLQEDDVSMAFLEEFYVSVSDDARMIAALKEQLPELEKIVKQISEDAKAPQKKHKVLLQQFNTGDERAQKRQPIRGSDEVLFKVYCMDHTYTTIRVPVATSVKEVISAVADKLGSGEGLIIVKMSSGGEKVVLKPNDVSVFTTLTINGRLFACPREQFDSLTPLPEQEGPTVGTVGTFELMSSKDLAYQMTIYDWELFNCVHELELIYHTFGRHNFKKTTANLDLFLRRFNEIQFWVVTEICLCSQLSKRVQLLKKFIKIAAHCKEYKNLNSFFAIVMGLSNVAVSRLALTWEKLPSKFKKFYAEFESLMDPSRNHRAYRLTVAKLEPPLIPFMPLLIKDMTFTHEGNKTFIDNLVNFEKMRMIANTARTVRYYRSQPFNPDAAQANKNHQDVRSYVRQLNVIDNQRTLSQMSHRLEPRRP
Nrf2 activator: Nrf2 pathway activation; 0.31% of 410,000 active; Potency, µM (doses to about 46.1 µM), for inactives: top-dose activation, hits mostly activators; AREc32 ARE-luciferase reporter (MCF7-derived line), luminescence, 24 h; AID 624171; note: % of control where 0% means no effect; nearly all actives have a fitted effect of over 65% in size
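Cells of the AREc32 ARE-luciferase line are plated in OPTI-MEM containing 5% FBS and left overnight at 37 deg C. Compounds are pinned in, incubation continues 24 hr, and firefly luciferase signal is then measured.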
Nrf2 block: inhibitors of Nrf2 signaling; A549 ARE-Fluc reporter, luciferase luminescence, 18-24 h; Potency, µM (highest dose often 46 µM), for the others: top-dose activity change, negative = inhibition, actives largely listed as inhibitors; 2.1% of 360,000 active; note: % is set by controls: 0 for no effect and ±100 for the full control effect; nearly all actives have a fitted effect of over 60% in size
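In this cell-based qHTS, ARE-driven firefly luciferase in A549 cells reports Nrf2 activity; the luminescent signal after BugLite lysis is the measured value, with a prior CellTiter-Fluor read for cell health.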
MCF10A rereplic: induces DNA re-replication in MCF 10a normal breast cells | MCF 10A DNA re-replication, Hoechst nuclear intensity, 48 h | Potency, µM (top dose mostly 46.1 µM), inactives show at the highest dose activity, positive = re-replication, most hits filed as activators | 2.9% of 350,000 active | AID 624296; note: % of control where 0% means no effect; nearly all actives have a fitted effect of over 50% in size
ATXN2 expr inh: reduces ATXN2 reporter expression in HEK-293 cells; AID 1745845; HEK-293 ATXN2-luciferase reporter, luminescence, 24 h; Potency, µM (series often up to 57 µM), for the others: at the top dose activity change, negative = inhibition, most hits filed as inhibitors; 0.72% of 360,000 active; note: % is set by controls: 0 for no effect and ±100 for the full control effect; nearly all actives have a fitted effect of over 55% in size
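qHTS (up to 57 uM final) was run with 24 h compound exposure of reporter cells at 37 °C. Each well was multiplexed: SteadyGlo luminescence measured ATXN2-luciferase expression after a fluorogenic Gly-Phe-AFC viability readout (25 uM final).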
A549 tox: counter-screen for Nrf2 inhibitors: cytotoxicity in A549 cells | A549 ARE-Fluc cells, CellTiter-Fluor viability, 18-24 h | Potency, µM (titrated, usually from 46 µM), for the others: at the highest dose activity change, negative = cytotoxicity, actives largely listed as inhibitors | 0.16% of 390,000 active | AID 504648; note: % is set by controls: 0 for no effect and ±100 for the full control effect
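Cytotoxicity counterscreen: CellTiter-Fluor fluorescence was measured in A549 ARE_Fluc cells after 18-24 h of compound exposure in a concentration series. The subsequent BugLite luminescent read reports ARE-luciferase activity.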
The depositor's hits bear a star; i = inactive; ? = inconclusive; · = no result given; [ ] = dose if it differs, or a comment. Calls come from the whole dose curve; as a rule, active = well fitted curve in the direction sought with a large enough effect; inconclusive = small, poorly fitted or top-dose-only effect, or another doubt; inactive = no such curve, though single readings can be large; an effect the other way counts as inactive or inconclusive. Potency is the fitted concentration of half-maximal effect. This is a subset, so the mix of outcomes need not match the whole.

1) COC(=O)c1sc(NC(=O)C2c3ccccc3Oc3ccccc32)c(C(=O)OC)c1C
2) Cc1[nH]c2ccccc2c1C(=O)C(=O)N1CC=C(c2ccccc2)CC1
3) CCc1nc2ccc(C(=O)N3CCN(c4ccccc4)CC3)cn2c1N(CCC(C)C)CCN(C)C
4) Cc1ccc(SCCNC(=O)/C=C/c2ccc(Cl)cc2)cc1
5) COc1ccc(-c2nc3c(c(SC)n2)Cc2c(CO)cnc(C)c2O3)cc1
screen / no.	1	2	3	4	5
HepG2 viability	-1%	18%	-39%	1%	1%
ATXN viability	i	i	i	i	·
TGFb inhibitor	-3%	0%	?	2%	18%
EPAC2 antagonist	-12%	5%	5%	0%	·
Nrf2 activator	-0.9%[9.22 µM]	0.3%	6.7%	1.4%	-1.0%
Nrf2 block	?	-1%	·	-3%	?
MCF10A rereplic	11%	?	·	8%	·
ATXN2 expr inh	-13%	-7%	0%	-4%	·
A549 tox	10%	0%	·	12%	9%

6) Cc1c(CN2CCC(n3nccc3NC(=O)C3CC3)CC2)[nH]c2ccccc12
7) O=C1CCCN1CCC1CCN(C(=O)Nc2ccccc2)CC1
8) CCN(C(=O)N1CCOCC1)c1ccccc1C
9) CCCCNC(=O)C(=O)NCc1ccncc1
10) CCn1ccnc1CNC(=O)C1CCC(=O)N(Cc2ccccc2F)C1 (configuration not stated)
screen / no.	6	7	8	9	10
HepG2 viability	-12%	3%	0%	6%	0%
ATXN viability	i	i	i	i	i
TGFb inhibitor	-8%	0%	-15%	-13%	-2%
EPAC2 antagonist	1%	11%	-1%	0%	0%
Nrf2 activator	2.3%	-0.1%	-0.7%	0.3%	-0.1%
Nrf2 block	5%	·	6%	24%	?
MCF10A rereplic	4%	-2%	-1%	-3%	0%
ATXN2 expr inh	-3%	-4%	3%	-7%	-5%
A549 tox	-5%	1%	-1%	1%	10%

11) COc1cc(-c2nc3ccc4ccccc4c3c3c2CCC3)cc(OC)c1O
12) COc1ccc(-c2cc3nc(C)c(CCC(=O)NC(C)c4ccccc4)c(C)n3n2)c(OC)c1 (configuration not stated)
13) COc1ccc(CNC(=O)N2CCN(c3cccc(Cl)c3)CC2)cc1OC
14) O=C(CC1S/C(=N/N=C/c2cccs2)NC1=O)Nc1ccc(Cl)c(Cl)c1 (configuration not stated)
15) C=CCN1C(=O)c2ccc(C(=O)N(C)CC(=O)Nc3ccccc3Cl)cc2C1=O
screen / no.	11	12	13	14	15
HepG2 viability	-98%	-24%	-24%	-11%	0%
ATXN viability	?	i	i	i	i
TGFb inhibitor	11µM*	?	1%	-25%	-15%
EPAC2 antagonist	-14%	·	-2%	-3%	15%
Nrf2 activator	3.9%	0.4%	0.2%	2.9%	0.3%
Nrf2 block	4%	-19%	?	?	3%
MCF10A rereplic	15µM*	·	16%	?	3%
ATXN2 expr inh	?	-12%	-17%	-23%	-3%
A549 tox	2%	-3%	-5%	-27%	3%

16) NS(=O)(=O)c1ccc(CCNC(=O)CNCCc2ccc(C(F)(F)F)cc2)cc1
17) CCOC(=O)C1CCN(C(=O)c2ccccc2NS(=O)(=O)c2ccc(F)cc2)CC1
18) N#CC(C#N)=C1C=CC=CN1/C(=C\c1ccco1)C(=O)c1ccc(Br)cc1
19) O=C(NCCS(=O)(=O)NC1CCCC1)c1ccc(F)cc1
20) CCOC(=O)/C(=C\c1ccc(OC)c(OC)c1)C(=O)c1cccnc1
screen / no.	16	17	18	19	20
HepG2 viability	-19%	4%	13µM*	-6%	-20%
ATXN viability	i	i	?	i	i
TGFb inhibitor	-23%	-8%	3.2µM*	10%	-11%
EPAC2 antagonist	2%	-2%	4%	4%	0%
Nrf2 activator	1.6%	0.3%	?	-0.1%	4.1%
Nrf2 block	?	12%	?	-9%	3%
MCF10A rereplic	10%	-4%	3.3µM*	?	26µM*
ATXN2 expr inh	·	-2%	18µM*	6%	-13%
A549 tox	-2%	-3%	?	1%	0%

21) CCCCOc1ccc(C(=O)Nc2cccc(-c3nc4cccnc4s3)c2)cc1
22) CSc1nc2c(cc1C#N)C(=O)CC(C)(C)C2
23) Cc1nnc(N2C(=O)c3cccc4cccc(c34)C2=O)s1
24) CN(Cc1ccon1)C(=O)CC1C(=O)NCCN1Cc1cccc(F)c1F (configuration not stated)
25) CC(C)CC(=O)Nc1cc2c3c(c1)CCN3C(=O)CC2
screen / no.	21	22	23	24	25
HepG2 viability	-33%	-1%	-3%	4%	-11%
ATXN viability	·	i	i	i	i
TGFb inhibitor	-1%	7%	-6%	-5%	-6%
EPAC2 antagonist	·	2%	-8%	7%	9%
Nrf2 activator	0.6%	2.6%	11%	0.0%	2.9%
Nrf2 block	-6%	14%	19%	13%	-34%
MCF10A rereplic	·	12%	25%	-10%	?
ATXN2 expr inh	·	-12%	-3%	1%	·
A549 tox	5%	0%	14%	4%	-8%

A second format for part of the listing above:
| cpd | SMILES | HepG2 viability | ATXN viability | TGFb inhibitor | EPAC2 antagonist | Nrf2 activator | Nrf2 block | MCF10A rereplic | ATXN2 expr inh | A549 tox |
| --- | --- | --- | --- | --- | --- | --- | --- | --- | --- | --- |
| 23 | Cc1nnc(N2C(=O)c3cccc4cccc(c34)C2=O)s1 | -3% | i | -6% | -8% | 11% | 19% | 25% | -3% | 14% |
| 24 | CN(Cc1ccon1)C(=O)CC1C(=O)NCCN1Cc1cccc(F)c1F (configuration not stated) | 4% | i | -5% | 7% | 0.0% | 13% | -10% | 1% | 4% |

The results go on.
26) COc1ccc(NC(=O)COc2ccc(-c3ccccc3)cc2)cc1
27) CCC(=O)N1CCC1(C)C(=O)Nc1cccc2c1CCCC2 (configuration not stated)
28) CCC(=O)N1c2ccccc2CC1C(=O)NCCc1ccc(OC)c(OC)c1 (configuration not stated)
29) O=C(CN(c1ccccc1)S(=O)(=O)c1ccc(Cl)cc1)Nc1cccnc1
30) O=C(Nc1ccccc1)c1cccc2c(=O)c3c([nH]c12)CCCC3
screen / no.	26	27	28	29	30
HepG2 viability	1%	-10%	-54%	-10%	-4%
ATXN viability	i	i	i	i	i
TGFb inhibitor	-5%	-26%	-3%	-17%	21%
EPAC2 antagonist	-1%	9%	·	-30%	·
Nrf2 activator	-0.6%	-0.2%	3.6%	-0.6%	-0.8%
Nrf2 block	0%	·	·	-19%	3%
MCF10A rereplic	16%	·	·	-3%	·
ATXN2 expr inh	5%	-1%	-2%	16%	5%
A549 tox	-1%	·	0%	1%	13%

31) Cc1c(=O)n(OCc2ccccn2)c2ccccc2[n+]1[O-]
32) O=C(NNC(=O)c1ccc(-c2ccccc2)cc1)Nc1ccccc1F
33) NC(=O)CN1C(=O)C2C3C=CC(C3)C2C1=O (configuration not stated)
34) O=C(NC(=S)Nc1ccc(N2CCOCC2)cc1)c1cccc(Cl)c1Cl
35) CCO[C@@H]1OC(C(=O)N2CCN(Cc3ccccc3)CC2)=C[C@H](C)[C@H]1CCCO
screen / no.	31	32	33	34	35
HepG2 viability	5%	5%	10%	1%	-19%
ATXN viability	i	i	i	i	i
TGFb inhibitor	8%	9%	-1%	-11%	-1%
EPAC2 antagonist	4%	0%	4%	2%	4%
Nrf2 activator	3.8%	-0.3%	0.0%	0.0%	0.4%
Nrf2 block	8%	-6%	6%	-6%	-1%
MCF10A rereplic	2%	·	-1%	9%	-1%
ATXN2 expr inh	0%	-4%	-23%	4%	-1%
A549 tox	-6%	-10%	-7%	-2%	-1%

36) CCC(NC(=O)c1ccccc1NC(=O)c1ccco1)C(=O)NC1CCCCC1 (configuration not stated)
37) O=C(O)CCc1ccc(-c2ccc(F)cc2)n1NC(=O)c1ccco1
38) CCOC(=O)C1=C(CS(=O)(=O)c2ccc(C)cc2)NC(=O)NC1c1ccc(C(C)C)cc1 (configuration not stated)
39) CCn1c(-c2ccc3[nH]c(C)c(C)c3c2)n[nH]c1=S
40) CC(=O)C1C(=O)CC(C)(O)C(C(C)=O)C1c1ccc(N(C)C)cc1 (configuration not stated)
screen / no.	36	37	38	39	40
HepG2 viability	8%	-2%	-58%	-23%	-4%
ATXN viability	i	?	?	i	i
TGFb inhibitor	10%	-18%	?	-9%	-5%
EPAC2 antagonist	12%	1%	·	0%	24%
Nrf2 activator	0.1%	2.8%	0.2%	3.1%	-0.7%
Nrf2 block	10%	·	18µM*	-18%	17%
MCF10A rereplic	2%	-2%	·	1%	-1%
ATXN2 expr inh	4%	-18%	?	15%	-6%
A549 tox	-10%	-7%	?	-8%	-8%

Four entries from above, sorted by their value in EPAC2 antagonist, rising:
No.	Structure	EPAC2 antagonist
39	CCn1c(-c2ccc3[nH]c(C)c(C)c3c2)n[nH]c1=S	0%
37	O=C(O)CCc1ccc(-c2ccc(F)cc2)n1NC(=O)c1ccco1	1%
36	CCC(NC(=O)c1ccccc1NC(=O)c1ccco1)C(=O)NC1CCCCC1 (configuration not stated)	12%
40	CC(=O)C1C(=O)CC(C)(O)C(C(C)=O)C1c1ccc(N(C)C)cc1 (configuration not stated)	24%

Continued.
41) Cc1ccccc1C(=O)Nc1ccc(C(=O)O)cc1NC(=O)c1ccccc1C
42) COc1cc(/C=C/CNC[C@H]2O[C@@H](n3ccc(N)nc3=O)[C@H](O)[C@@H]2O)ccc1O
43) C/C(=N\N=C(N)N)c1ccc(Cl)c(Cl)c1
44) COc1ccccc1NC(=O)Cc1csc(NC(=S)Nc2ccc(C)cc2)n1
screen / no.	41	42	43	44
HepG2 viability	9%	-92%	-59%	-41%
ATXN viability	i	i	i	i
TGFb inhibitor	10%	1%	?	?
EPAC2 antagonist	2%	4%	0%	-7%
Nrf2 activator	-0.6%	0.1%	0.6%	4.2%
Nrf2 block	4%	·	-14%	?
MCF10A rereplic	-11%	·	?	?
ATXN2 expr inh	·	-6%	-31%	-10%
A549 tox	8%	·	1%	-28%
